DAX1 inh-1 – inhibitors of DAX1 repression of SF-1 activated StAR promoter; HEK293T StAR-luciferase reporter, SF-1/DAX-1 repression relief; inhibition, % at 6.8 µM; 370,000 compounds, 1.1% hits; AID 652010;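 active = inhibition above the mean over all tested compounds plus 3 SD, cut at about 3.6% in these data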;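 also: 0% = DAX-1 cells with DMSO and 100% = cells lacking DAX-1 with DMSO; higher inhibition means more luminescence from relief of DAX-1 repression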
PLC-beta3 inh – PLC-beta3 (human) inhibition, primary screen | Q01970 | Purified PLC-beta3, fluorogenic substrate, fluorescence | inhibition, % at 12.2 µM | 370,000 compounds, 0.18% hits | AID 720704; in the data active = inhibition above about 11%;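 also: 0% = median of compound wells on plate and 100% = full blocker control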
ssDAF-12 act – activators of S. stercoralis DAF-12 nuclear receptor; HEK293 ssDAF-12/GRIP1 lit1-tk-luc reporter, luminescence; % of 3 µM dafachronic acid response; activation, % at 6.8 µM; 370,000 compounds, 1% hits; AID 652126;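 active = activation above the mean over all tested compounds plus 3 SD, cut at about 0.9% in these data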;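 also: 0% = DMSO-only wells and 100% = 3 µM delta7-dafachronic acid wells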
PLC-gamma1 inh – blocks human PLC-gamma1 enzyme activity. 370,000 compounds, 0.84% hits. inhibition, % at 12.2 µM. P19174. purified PLC-gamma1, fluorogenic substrate, fluorescence; in the data active = inhibition above about 9.5%
ADAM17 inh – ADAM17 inhibition, QFRET primary screen; recombinant ADAM17, EDANS/DABCYL FRET peptide cleavage; P78536; inhibition, % at 6.95 µM; 370,000 compounds, 0.83% hits;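 active = inhibition above the mean of compounds lying between control limits plus 3 SD, set per campaign, cut at about 8.5% in these data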;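 also: 0% = DMSO-only wells as the low control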
Target sequence (P78536 215-824 limits assumed): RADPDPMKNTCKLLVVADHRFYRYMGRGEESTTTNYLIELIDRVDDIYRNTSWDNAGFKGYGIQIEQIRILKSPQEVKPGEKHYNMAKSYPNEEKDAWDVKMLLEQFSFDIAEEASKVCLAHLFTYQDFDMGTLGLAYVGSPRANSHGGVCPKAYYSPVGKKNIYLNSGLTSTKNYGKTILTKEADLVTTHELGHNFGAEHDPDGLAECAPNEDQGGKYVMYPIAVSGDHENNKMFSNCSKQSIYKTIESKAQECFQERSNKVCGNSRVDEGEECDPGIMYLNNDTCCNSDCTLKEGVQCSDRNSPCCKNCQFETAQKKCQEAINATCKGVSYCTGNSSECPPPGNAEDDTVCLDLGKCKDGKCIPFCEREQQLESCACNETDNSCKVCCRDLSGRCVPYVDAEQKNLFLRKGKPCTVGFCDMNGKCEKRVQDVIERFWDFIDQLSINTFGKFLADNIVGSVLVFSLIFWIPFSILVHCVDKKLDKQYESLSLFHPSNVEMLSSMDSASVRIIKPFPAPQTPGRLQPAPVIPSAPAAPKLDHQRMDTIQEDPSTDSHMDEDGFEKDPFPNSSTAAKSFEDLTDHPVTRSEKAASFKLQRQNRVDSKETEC
ADAM10 inh – ADAM10 inhibition, QFRET primary screen; O14672; recombinant ADAM10, EDANS/DABCYL FRET peptide cleavage, 3 h; inhibition, % at 7 µM; 370,000 compounds, 0.62% hits; AID 720582;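 active = inhibition above a per-campaign cutoff equal to the mean of compounds falling between control-based bounds plus 3 SD, cut at about 20% in these data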;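 also: 0% = DMSO wells while the 100% control is not disclosed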
DAX1 inh-2 – inhibitors of human orphan nuclear receptor DAX1 (NR0B1); P51843; HEK293 Gal4-DAX1 luciferase reporter, luminescence; AID 504766; inhibition, % at 6.75 µM; 340,000 compounds, 0.99% hits;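 active = inhibition above the mean over all tested compounds plus 3 SD, cut at about 4.2% in these data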;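 also: 0% = DAX1-transfected cells with DMSO and 100% = empty-vector control cells with DMSO; inhibition shows as a rise in luminescence from relieved DAX1 repression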
Target sequence (P51843 207-470 limits assumed): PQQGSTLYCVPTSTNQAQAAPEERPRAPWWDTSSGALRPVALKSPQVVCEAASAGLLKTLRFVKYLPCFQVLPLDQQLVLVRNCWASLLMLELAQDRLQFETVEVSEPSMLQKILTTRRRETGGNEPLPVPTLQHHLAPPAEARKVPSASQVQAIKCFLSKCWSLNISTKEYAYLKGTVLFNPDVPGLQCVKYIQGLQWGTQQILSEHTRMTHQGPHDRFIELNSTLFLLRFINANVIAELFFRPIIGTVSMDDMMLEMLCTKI
hgDAF12 agonist – hgDAF-12 agonism, primary luciferase screen; HEK293 GAL4-hgDAF12 UAS-luciferase reporter, agonist luminescence; normalized to butyrate control; activation, % at 6.8 µM; 370,000 compounds, 1.8% hits; AID 687014;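 active = activation above a cutoff set at the mean of all screened compounds plus 3 SD, cut at about 10% in these data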;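 also: 0% = DMSO wells and 100% = sodium butyrate wells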
hcDAF12 agonist – activators of H. contortus DAF-12 nuclear receptor. HEK293 hcDAF-12 lit1-tk-luc reporter, luminescence; 0% DMSO, 100% Δ7-dafachronic acid. activation, % at 6.8 µM. 370,000 compounds, 1.4% hits;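 active = activation above the mean of all tested compounds plus 3 SD, cut at about 5.5% in these data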;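 also: 100% = response to 3 µM Δ7-dafachronic acid high control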
sPLA2-III inh – Blocks human group III sPLA2 activity | Q9NZ20 | QFRET BODIPY PC-A2 liposome hydrolysis, fluorescence | inhibition, % at 12.2 µM | 370,000 compounds, 0.56% hits | AID 743126;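 active = inhibition above mean plus 3 SD of compounds lying within the high and low control bounds, cut at about 19% in these data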;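 also: 0% = median of test compound wells and 100% = no enzyme DMSO wells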
GAA850 FXN act – increases GAA850 frataxin promoter reporter activity | HEK293 lucGAA850 FXN promoter luciferase reporter, 24 h; percent of 10 µM SAHA response | activation, % at 6 µM | 360,000 compounds, 0.56% hits;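 active = activation above the average of all compounds screened plus 3 SD, cutoff fixed separately per campaign, cut at about 7.5% in these data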;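 also: 0% = DMSO wells and 100% = 10 µM SAHA wells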
An asterisk follows results filed as active; i = inactive; . = not tested or not shown.

Sequence of screens – DAX1 inh-1	PLC-beta3 inh	ssDAF-12 act	PLC-gamma1 inh	ADAM17 inh	ADAM10 inh	DAX1 inh-2	hgDAF12 agonist	hcDAF12 agonist	sPLA2-III inh	GAA850 FXN act
- Cc1ccc(N2C(=O)N(CC(=O)Nc3ccccc3C)C(=O)C2C)cc1 (configuration not stated)
  -1.5	-6	-1.1	-1	-2	7	0.6	2.9	0.3	1	-0.2
- COc1ccc(OC)c2c(N3CCN(C)CC3)cc(C(F)(F)F)nc12
  0.0	i	-0.9	i	-22	-56	1.2	-1.1	0.6	-1	0.8
- O=C(c1ccc(CS(=O)c2ccc(Br)cc2)o1)N1CCN(C2CCCCC2)CC1 (configuration not stated)
  1.3	-4	-0.6	-3	-7	-22	1.4	-0.7	0.8	10	1.3
- CC(=O)C[C@@H]1OC2CCCCC2N1S(=O)(=O)c1ccc(C)cc1 (some centres not stated)
  -0.1	-6	-1.0	-1	-8	-23	.	-1.8	-1.9	7	.
- Cc1c(NC(=O)c2cc(-c3ccc(Cl)c(Cl)c3)on2)c(=O)n(-c2ccccc2)n1C
  0.1	-3	-1.1	2	-2	9	0.4	-0.5	-2.3	5	2.2
- Cc1nn(CC(=O)NCc2ccccc2Cl)c(C)c1[N+](=O)[O-]
  1.2	2	-1.3	-5	-4	-8	-0.1	1.5	-0.8	-3	3.0
- O=C(C1CCCO1)N1CCN(S(=O)(=O)c2cc(C(F)(F)F)ccc2Cl)CC1 (configuration not stated)
  -0.8	1	-0.1	2	-4	-8	1.7	0.1	0.5	2	-1.7
- Cc1cc(F)ccc1NCC(=O)Nc1ccc(Br)cc1C
  -1.2	-5	-2.2	2	4	2	-1.8	0.7	-1.1	-1	1.3
- COc1ccccc1N1CCN(C(=O)COc2ccc(S(=O)(=O)NC(C)C)cc2)CC1
  0.1	4	-1.4	2	0	5	-0.1	3.5	-0.5	1	-0.8
- CCOc1ccc(C2C(C(=O)NC)=C(C)Nc3nc4ccccc4n32)cc1OC (configuration not stated)
  0.6	-60	-0.4	-54	-18	-54	0.3	0.9	-0.1	-8	-2.4

Next entries:
Sequence of screens – DAX1 inh-1	PLC-beta3 inh	ssDAF-12 act	PLC-gamma1 inh	ADAM17 inh	ADAM10 inh	DAX1 inh-2	hgDAF12 agonist	hcDAF12 agonist	sPLA2-III inh	GAA850 FXN act
- Cc1cccc(C(=O)Nc2scc(CC(C)C)c2C(=O)O)c1
  -0.6	-27	-1.5	-19	0	-1	0.9	1.7	-0.2	-12	-0.5
- CCc1ccc(N=C2N=C(N)c3ccccc32)cc1
  1.0	1	-0.1	1	-4	4	2.3	6.1	4.3	-3	4.1
- Cc1noc(C)c1C(=O)NCCCN1CCCC1=O
  0.4	7	-1.0	0	6	-3	0.2	1.5	-1.7	5	-0.4
- CCN(Cc1cc2cc(OC)ccc2[nH]c1=O)C(=O)c1ccncc1
  0.3	-21	-1.8	-15	-47	-146	0.8	-0.2	0.3	-1	-1.3
- COc1cc(/C=N/n2c(=S)[nH]nc(C)c2=O)cc([N+](=O)[O-])c1O
  -0.3	6	-1.0	6	2	5	.	1.8	-1.2	4	-0.1
- NC(=O)c1cc(S(=O)(=O)N2CCCC2)ccc1OCc1ccc(F)cc1
  -0.4	-6	-1.5	0	-6	-7	0.3	1.5	-1.8	4	-0.1
- CC(=O)N1CCC(N(CCN2CCOCC2)C(=S)Nc2ccccc2C)CC1
  -0.7	3	-0.5	2	2	7	1.1	-1.8	1.9	-4	0.3
- CC(C)(C)OC(=O)[C@H](Cc1ccccc1)NC(=O)c1nc[nH]c1C(=O)NCC(=O)OCc1ccccc1
  -0.3	4	-0.7	8	11*	30*	-0.1	0.6	0.4	-22	1.8
- N#Cc1c(Cl)nc2c(c1C#N)CCCC2
  -0.4	-9	-1.5	-1	-4	-7	1.4	0.5	0.6	2	1.2
- CC(C)CN(C(=O)c1ccc(Br)o1)C1CCS(=O)(=O)C1 (configuration not stated)
  0.4	-2	-1.3	4	-4	-13	2.1	2.5	-1.5	13	2.2

More records
Sequence of screens – DAX1 inh-1	PLC-beta3 inh	ssDAF-12 act	PLC-gamma1 inh	ADAM17 inh	ADAM10 inh	DAX1 inh-2	hgDAF12 agonist	hcDAF12 agonist	sPLA2-III inh	GAA850 FXN act
- OC(c1cc(Cl)cc(Cl)c1)c1ncc(-c2cccc(F)c2)[nH]1 (configuration not stated)
  -1.3	3	-1.6	0	5	5	.	-1.6	2.0	-5	1.6
- N#C/C(C(N)=O)=C1/SC=C(c2ccccc2)N1c1ccccc1
  -0.7	3	-1.8	5	3	8	.	-1.2	-2.4	2	-0.2
- O=C(c1ccccc1F)N1C(=O)c2cccc3cccc1c23
  0.8	-120	-0.7	-77	-10	-27	-0.2	-0.1	-0.9	3	-0.6
- Cc1cc(NC(=O)CSc2ncn[nH]2)no1
  0.1	1	-1.4	-1	-2	7	-0.2	-2.1	-1.5	0	0.4
- CCCCC(=O)Nc1nnc(S(=O)(=O)N2CCCCCC2)s1
  0.1	-6	-0.9	2	2	-3	-0.3	1.6	-2.0	3	1.3
- CCCn1c(/N=C/c2c[nH]c3ccccc23)nc2ccccc21
  -0.3	7	0.7	1	-2	-3	0.2	2.0	0.4	3	0.8
- C=CCC(C(=O)OC)(C(=O)OC)c1ccc([N+](=O)[O-])cn1
  0.2	3	-0.9	3	-3	4	1.5	-1.5	-0.4	2	-0.1
- Cc1cccc(-c2cc3c(nn2)-c2ccccc2C3=O)c1
  1.3	3	1.7*	3	0	9	-0.6	4.7	6.6*	6	2.0
- COc1cc(NC(=O)/C=C/c2ccccc2)c(C(=O)O)cc1OC
  0.7	-17	-0.8	-3	-6	-5	-0.4	0.2	0.3	-1	0.8
- CCSc1nc(N)c2c3c(sc2n1)CCC3
  1.0	-2	-1.0	-2	-13	-29	4.0	2.4	0.2	0	1.0

Next part.
Sequence of screens – DAX1 inh-1	PLC-beta3 inh	ssDAF-12 act	PLC-gamma1 inh	ADAM17 inh	ADAM10 inh	DAX1 inh-2	hgDAF12 agonist	hcDAF12 agonist	sPLA2-III inh	GAA850 FXN act
- Cc1c(C(=O)O)sc2[nH]c(=O)n(Cc3ccccc3)c(=O)c12
  0.3	-5	-0.2	-1	-2	-3	-0.8	-0.8	-1.2	0	-0.1
- CCOC(=O)C1CCCN(C(=O)c2cc(C)oc2C)CC1 (configuration not stated)
  -0.5	2	-0.9	0	-2	0	.	1.1	-1.1	0	0.7
- O=S(=O)(CC1NCc2cc(F)ccc21)NCCc1ccccc1 (configuration not stated)
  0.9	-11	-0.8	-7	-3	-14	.	-0.2	-1.2	6	.
- CCOc1cc(/C=N/NC(=O)NN(C)c2ncc(C(F)(F)F)cc2Cl)ccc1O
  -0.2	0	-0.6	1	1	-2	0.1	-2.3	-2.3	-10	-0.1
- COCCN(C(=O)CCC(=O)Nc1cc(C)on1)C(C(=O)NC(C)(C)C)c1cccc(OC)c1OC (configuration not stated)
  0.2	-5	-1.2	-1	-1	-17	3.0	-1.0	0.2	5	-1.4
- CN(Cc1cnn(Cc2ccccc2)c1)C(=O)CN=C1NS(=O)(=O)c2ccccc21
  0.0	-6	-1.3	1	4	-17	-0.8	-3.4	-1.8	15	2.5
- O=C(Cc1cccc(NC(=O)C2CCCN(C(=O)C3CC3)C2)c1)Nc1cccc(C(=O)N2CCCCC2)c1 (configuration not stated)
  -0.7	2	-0.1	-1	-2	0	-0.2	1.8	-1.1	9	0.6
- O=C(CSc1nc(=O)n2cc(Cl)ccc2n1)Nc1ccc2c(c1)OCO2
  -2.5	-5	-1.2	-4	-3	0	0.8	-0.3	0.2	-10	0.5
- O=C(/C=C/c1ccc(Cl)cc1)c1cccnc1
  0.2	4	-1.0	0	0	-1	1.6	-1.3	-0.4	-2	-2.0
- CC(SCc1ccccc1)C(=O)Nc1ccc(F)cc1 (configuration not stated)
  -0.2	0	-1.1	5	2	14	0.1	-1.3	2.3	2	1.4

Going on with the list:
Sequence of screens – DAX1 inh-1	PLC-beta3 inh	ssDAF-12 act	PLC-gamma1 inh	ADAM17 inh	ADAM10 inh	DAX1 inh-2	hgDAF12 agonist	hcDAF12 agonist	sPLA2-III inh	GAA850 FXN act
- Cc1ccc(NC(=S)N2CCN(Cc3ccccc3)CC2)c(C)c1
  0.2	0	-1.2	1	6	-3	0.5	-1.6	1.2	21*	0.8
- C[N+]1(CC2COC3(CCCCC3)O2)CCCCC1 (configuration not stated)
  -0.3	3	-1.5	8	3	11	-2.3	-2.2	-1.3	14	2.0
- O=C(CCN1CCOCC1)Nc1cc(C(=O)Nc2ccc(Cl)cc2)ccc1N1CC2CC(C1)c1cccc(=O)n1C2 (configuration not stated)
  -1.6	-13	-1.3	-10	-3	-14	0.5	-3.0	-2.8	5	-2.7
- Cc1nn(CC(=O)NCC2CCCO2)c(=O)c2cc3ccccc3n12 (configuration not stated)
  0.2	-16	-1.7	-6	-19	-37	-0.1	0.8	1.2	3	1.2
- O=C(Nc1cccc(Cl)c1)N(Cc1nc2ccccc2c(=O)[nH]1)C1CCCC1
  -0.1	-3	-0.4	-3	-1	-1	0.0	2.8	0.2	8	-1.4
- O=C(c1ccc2c(c1)OCO2)N1CCN(C(=O)c2ccco2)CC1
  0.9	1	-1.7	-5	2	6	-0.5	2.9	-2.1	4	0.7
- Cc1cc([N+](=O)[O-])nn1CCCC(=O)NCc1ccc(F)cc1
  0.8	-1	-1.6	3	-2	4	0.2	-2.9	-1.4	3	0.1
- COc1ccc(-c2nn(-c3ccccc3)cc2C(=O)O)cc1
  0.0	-1	-0.7	0	0	4	0.8	-0.9	-0.1	2	1.9
- O=C(Nc1cccc(C(=O)O)c1)/C(=C\c1cccc([N+](=O)[O-])c1)NC(=O)c1ccc(Br)cc1
  0.1	1	-1.1	1	-3	-6	-0.1	-0.9	0.8	-16	-0.5
- Cc1ccc(C)c(S(=O)(=O)N2CCCCC2CCNC(=O)C(=O)NC2CCCC2)c1 (configuration not stated)
  -1.5	-4	-1.4	1	3	11	-2.8	-3.0	-2.4	-13	0.1
- CCOC(=O)[C@]12CCC=C1N(Cc1cccc3ccccc13)C(=O)[C@H](CC(=O)NCC13CC4CC(CC(C4)C1)C3)C2
  -1.2	1	-0.3	-1	0	-10	.	-0.8	-1.2	-11	.

Source: PubChem BioAssay (The Scripps Research Institute Molecular Screening Center)
